Compound activity: PubChem BioAssay, National Center for Advancing Translational Sciences (NCATS)
BCR signal inh: chronic active BCR signaling inhibition. ABC-DLBCL IkBa-CBG/CBR reporter, luminescence ratio, 4 h. Potency, µM (series often up to 46.1 µM), for the others: at the top dose ratio change, negative = lower green/red ratio, usual class: inhibitors. 340,000 compounds, 0.05% hits. AID 493014; active = well fitted inhibition curve with a large enough effect in the signal ratio, with a control signal flat, not every such curve was filed as active; inconclusive = small, poorly fitted or top-dose-only effect, or effect the other way, or a change in a side signal; the % refers to the signal ratio;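 also: potency is read from the fitted curve at half-maximal effect; plate controls were basal doxycycline-induced cells for no effect and cells given 10 µM MG132 for full effect; MG132 reads +100%, hits lower the ratio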
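TMD8 human ABC-DLBCL cells with doxycycline-inducible IκBα–green luciferase fusion and unfused red luciferase, in 0.5% FBS medium; compounds up to 46 uM, 4 h at 37C. Green/red luminescence ratio, filter-overlap corrected, fitted to concentration-response curves.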
hERG WT inh: inhibitors of human wildtype KCNH2 potassium channel; Q12809; U2OS, BacMam KCNH2, thallium flux FluxOr; active compounds read low; activity change, % at 1.84 µM; 340,000 compounds, 0.37% hits; AID 720551;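 active = maximum activity change below -70%; inconclusive = maximum activity change between -70% and -50%; inactive = maximum activity change above -50%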; also: % is scaled to controls: 0 for no effect and ±100 for the full control effect
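U2OS cells transduced with wild-type KCNH2 virus are loaded with FluxOr dye for 45 min, and thallium flux is measured in kinetic reads before and after stimulation buffer. Rate constants are normalized to DMSO controls.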
Mito fusion act: blocks mitochondrial division or promotes mitochondrial fusion; S. cerevisiae fusion-defective mutant growth rescue, CellTiterGlo 48 h; Potency, µM (series often up to 46.1 µM), for inactives: top-dose growth rescue (activation), actives largely listed as activators; 320,000 compounds, 0.23% hits; AID 485298;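 also: potency is read from the fitted curve at half-maximal effect; % of control where 0% means no effect; nearly all actives have a fitted effect of over 45% in size; temperature-sensitive fusion mutants such as fzo1-1 at 37 °C on non-fermentable ethanol glycerol medium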
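Growth-rescue viability read-out: after 48 h at the non-permissive 37C in glycerol/ethanol YPEG, yeast mitochondrial fusion mutants are measured by CellTiterGlo luminescence; compounds (23 nl pinned per well) restoring growth score as division inhibitors or fusion activators.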
USP2a block: USP2a (human) protease inhibition; USP2 core, Ub-CHOP2 coupled fluorogenic reporter, 485/531; Potency, µM (titrated, usually from 38.3 µM), without a hit: at the highest dose activity change, negative = inhibition, actives largely listed as inhibitors; 330,000 compounds, 0.01% hits; AID 463254;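 also: potency is read from the fitted curve at half-maximal effect; plate controls were DMSO wells for no effect and full inhibition by NEM control for full effect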
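USP2 core (10nM final) preincubated 30min RT with compound in 20mM Tris-HCl pH 8.0, 2mM CaCl2, 2mM beta-mercaptoethanol, 0.05% CHAPS; 25nM Ub-CHOP2 plus 25nM reporter substrate added, fluorescence (Ex485/Em531) read after 60min.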
PKM2 act: activators of human pyruvate kinase M2; P14618; purified PKM2, Kinase-Glo ATP luminescence, activation; response scale: 0% is enzyme alone, no compound; Potency, µM (series often up to 57.5 µM), without a hit: at the top dose activation, hits mostly activators; 260,000 compounds, 0.34% hits; AID 1631; also: potency is read from the fitted curve at half-maximal effect; % is scaled to controls: 0 for no effect and ±100 for the full control effect; nearly all actives have a fitted effect of over 55% in size
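ATP formation by purified human PK-M2, quantified via coupled luciferase luminescence after 1 h at room temperature with 0.1 mM ADP and 0.5 mM PEP final.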
MBNL1-CUG inh: blocks human MBNL1 binding to CUG repeat RNA; Potency, µM (titrated, usually from 57.5 µM), for inactives: at the highest dose activity change, negative = inhibition, most hits filed as inhibitors; Q9NR56; 280,000 compounds, 0.036% hits; TR-FRET MBNL1-His/biotin-(CUG)12 binding, 665/545 ratio; active = well fitted inhibition curve with a large enough effect in the signal ratio, with a control signal flat, not every such curve was filed as active; inconclusive = small, poorly fitted or top-dose-only effect, or effect the other way, or a change in a side signal; inactive = no such curve, though single readings can be large or run the other way; the % refers to the signal ratio; also: potency is read from the fitted curve at half-maximal effect; % is scaled to controls: 0 for no effect and ±100 for the full control effect
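TR-FRET between His-tagged MBNL1 and biotin-(CUG)12 RNA, detected with Tb anti-His antibody (0.055 ng/ul) and streptavidin-XL665 (5 nM), 60 min at room temperature. Compounds titrated 92 nM to 58 uM; 665/545 nm ratio normalized to buffer and complex controls.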
ASM inhibitor: blocks human secretory acid sphingomyelinase | Potency, µM (doses to about 57.5 µM), for inactives: at the top dose activity change, negative = inhibition, usual class: inhibitors | 340,000 compounds, 0.006% hits | placental ASM, HMU-PC fluorogenic substrate, 60 min | P17405; also: potency is read from the fitted curve at half-maximal effect
Target sequence (P17405 47-631 limits assumed): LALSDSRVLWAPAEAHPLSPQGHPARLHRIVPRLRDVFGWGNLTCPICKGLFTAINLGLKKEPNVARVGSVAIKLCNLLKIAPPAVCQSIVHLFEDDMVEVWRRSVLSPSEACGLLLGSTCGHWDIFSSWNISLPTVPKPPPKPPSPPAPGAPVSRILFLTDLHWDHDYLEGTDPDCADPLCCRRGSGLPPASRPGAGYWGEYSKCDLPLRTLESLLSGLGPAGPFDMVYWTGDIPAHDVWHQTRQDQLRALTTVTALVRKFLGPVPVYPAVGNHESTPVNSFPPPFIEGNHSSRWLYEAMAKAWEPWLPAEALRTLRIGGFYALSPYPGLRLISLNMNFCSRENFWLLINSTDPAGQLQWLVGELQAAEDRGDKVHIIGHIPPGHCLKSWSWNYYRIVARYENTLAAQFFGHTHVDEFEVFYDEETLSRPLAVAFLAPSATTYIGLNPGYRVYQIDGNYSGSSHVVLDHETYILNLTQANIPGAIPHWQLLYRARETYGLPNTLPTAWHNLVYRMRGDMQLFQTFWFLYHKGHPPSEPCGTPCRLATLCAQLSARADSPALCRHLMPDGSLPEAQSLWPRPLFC
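Steps: dispense placental human ASM, pin compound, wait 10 min at room temperature, add HMU-PC0 substrate at 9 uM final, incubate 60 min at 37 °C, add stop solution raising pH to 10, read fluorescence.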
Eya2 inh: blocks the phosphatase activity of human Eya2. recombinant Eya2, OMFP fluorescence dephosphorylation (OMFP is methylfluorescein phosphate). Potency, µM (highest dose often 76.9 µM), for inactives: at the highest dose activity, negative = inhibition, usual class: inhibitors. 330,000 compounds, 0.006% hits. AID 488837; also: potency is read from the fitted curve at half-maximal effect; % is scaled to controls: 0 for no effect and ±100 for the full control effect
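Eya2 (0.2 uM) preincubated 10 min at ambient with compound, then OMFP substrate added at 50 uM; 10 min reaction in 50 mM HEPES pH 7.5, 50 mM NaCl, 5 uM MgCl2, 0.05% BSA, 1 mM DTT. Fluorescence read at Ex 485/Em 525 nm.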
GALK inh: galactokinase (human) inhibition; Purified GALK, Kinase-Glo residual ATP luminescence; Potency, µM (series often up to 57.5 µM), without a hit: top-dose activity change, negative = inhibition, most hits filed as inhibitors; 270,000 compounds, 0.007% hits; also: potency is read from the fitted curve at half-maximal effect; % is scaled to controls: 0 for no effect and ±100 for the full control effect
Target sequence (P51570 whole entry, looked up): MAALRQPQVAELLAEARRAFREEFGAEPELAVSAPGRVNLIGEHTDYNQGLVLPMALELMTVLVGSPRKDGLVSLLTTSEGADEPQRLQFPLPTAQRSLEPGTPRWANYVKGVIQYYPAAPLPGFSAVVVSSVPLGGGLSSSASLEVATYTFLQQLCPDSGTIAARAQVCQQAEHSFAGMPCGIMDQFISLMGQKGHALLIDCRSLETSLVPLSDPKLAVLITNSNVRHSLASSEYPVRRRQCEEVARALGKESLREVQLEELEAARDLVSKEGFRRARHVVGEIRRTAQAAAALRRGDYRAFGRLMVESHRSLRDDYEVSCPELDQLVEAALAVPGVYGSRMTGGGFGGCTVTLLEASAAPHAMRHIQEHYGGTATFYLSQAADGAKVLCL
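5 nM enzyme, 35 uM ATP, 100 uM galactose, 20 mM HEPES pH8.0, 5 mM MgCl2; 1 h RT; residual ATP by Kinase-Glo Plus luminescence, qHTS format.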
TSHR antagonist: human thyrotropin receptor antagonism. P16473. TSHR-expressing cells, TSH-stimulated cAMP HTRF, 2 h; active compounds read low. activity change, negative = inhibition, % at 11.5 µM. 330,000 compounds, 0.2% hits. AID 504810;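 active = activity change below a set negative limit, meaning inhibition stronger than a set level, cut at about -70% in these data; inconclusive = activity change between two set negative limits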; also: % is scaled to controls: 0 for no effect and ±100 for the full control effect
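Freshly harvested TSHR cells receive pin-tooled compound, then EC80 TSH at 4nM final. After 2 hours at 37 deg C, antibody in lysis buffer and cAMP-d2 are added; 30 minutes at ambient temperature precede the HTRF read.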
Menin-MLL TR inh: inhibitors of human menin-MLL interaction, mutant MLL peptide | O00255 | Menin + Texas Red MLL mutant peptide, fluorescence polarization | Potency, µM (doses to about 61.6 µM), for the others: at the highest dose FP activity change, negative = inhibition, hits mostly inhibitors | 270,000 compounds, 0.23% hits; active = well fitted inhibition curve with a large enough effect in the polarisation, with a control signal flat, not every such curve was filed as active; inconclusive = small, poorly fitted or top-dose-only effect, or effect the other way, or a change in a side signal; inactive = no such curve, though single readings can be large or run the other way; the % refers to the polarisation; also: potency is read from the fitted curve at half-maximal effect; % of control where 0% means no effect; many of its hits are not listed in these tables
Starred values were filed as active, the others as inactive; i = inactive; ? = inconclusive; · = not tested or not shown; & = joins results of further samples; [ ] = remark or other dose. Unless noted, calls follow the shape of the dose curve; as a rule, active = well fitted curve in the direction sought with a large enough effect; inconclusive = small, poorly fitted or top-dose-only effect, or another doubt; inactive = no such curve, though single readings can be large; an effect the other way counts as inactive or inconclusive. These rows are one share of the data, so the mix of outcomes need not match the whole.

SMILES	BCR signal inh	hERG WT inh	Mito fusion act	USP2a block	PKM2 act	MBNL1-CUG inh	ASM inhibitor	Eya2 inh	GALK inh	TSHR antagonist	Menin-MLL TR inh
CCC(C)c1ccccc1N1CC(C(=O)Nc2ccccc2N2CCCC2)CC1=O (stereo not drawn)	6%	-7	4%	7%	0%	5%	2%	-2%	0%	2	?
O=[N+]([O-])c1ccc(O)c(Nc2ncnc3ccccc23)c1	-8%	·	2%	-4%	-4%	?	1%	-9%	6%	9	?
Cc1ccc2nc(N(CCCN(C)C)C(=O)c3ccc(S(=O)(=O)N4CCOCC4)cc3)sc2c1	4%	10	-6%	1%	-2%	-12%	-6%	-3%	1%	-7	?
Nc1c(C(=O)NCc2ccccc2)nnn1Cc1cccc(Cl)c1	-2%	-3	3%	0%	-1%	-14%	4%	-24%	2%	-5	-5%
NC(=O)c1ccc(NC(=O)COc2cccc3c2CCNC3=O)cc1	?	1	6%	1%	·	·	3%	-13%	·	-6	·
COc1cc(SC)ccc1C(=O)Nc1cccc(S(=O)(=O)NC2=NCCCCC2)c1	?	-1	11%	-1%	·	·	0%	1%	·	-20	·
CC1=CC(C)[C@@H]2COC(c3ccc(O)cc3)[C@H]1C2C (stereo partly drawn)	-16%	3	?	-3%	·	3%	0%	19%	0%	38	0%
O=c1c2ccccc2oc2nc3n(c(=O)c12)CCCS3	2%	-5	-2%	0%	-1%	11%	-1%	-7%	2%	-2	-8%
CCOC(=O)C(Oc1ccc(=O)n(-c2ccccc2)n1)C(C)=O (stereo not drawn)	4%	6	-5%	1%	7%	-4%	2%	5%	4%	0	10%
Cc1nc(-c2ccc(-n3nncc3-c3ccco3)cc2)cs1	-16%	-6	1%	3%	?	-1%	-1%	12%	·	6	·
CCOc1ccc(OCCCC(=O)NC2=NCCS2)cc1	9%	5	3%	3%	-2%	-7%	1%	-6%	-1%	1	·
Cc1c(C(=O)O)oc2ccc3c(c12)C(O)CC(C)(C)O3 (stereo not drawn)	0%	19	3%	1%	·	-2%	-3%	-24%	·	5	?
COc1ccc(C(=O)NCC(=O)NCCc2c[nH]c3ccccc23)cc1OC	-30%	-4	-2%	0%	-5%	-7%	-3%	10%	6%	-4	1%
COc1ccc(Cl)cc1S(=O)(=O)N1CCN(Cc2ccc3c(c2)OCO3)CC1	-1%	-16	18%	-1%	3%	-6%	3%	-27%	-2%	2	4%
COc1ccc2nc(NC(=O)c3cccnc3SC)sc2c1	?	5	29%	2%	-6%	·	-1%	-8%	2%	-7	?
COc1ccc(/C=N/NC(=O)CCc2nc3ccccc3[nH]2)cc1	-1%	3	-2%	-4%	-5%	12%	5%	0%	0%	2	10%
CCN(CC)Cc1c(O)ccc2c(C)c(CC(=O)OC)c(=O)oc12	17%	5	0%	-1%	-7%	47%[activator]	i	-5%	-2%	6	4%
CC(C)(C)C(=O)Nc1cccc2[nH]ncc12	3%	4	2%	1%	-3%	-1%	6%	1%	0%	13	17%
CCCCC1CCC(c2nc(-c3cccnc3)no2)CC1 (stereo not drawn)	?	-4	-2%	5%	3%	9%	-16%	19%	7%	9	?
COc1ccc(Nc2cc(C)nc3c(C)cccc23)cc1OC	-1%	2	3%	0%	0%	?	-4%	-8%	-4%	12	8%
CCOc1ccccc1CN1CCN(C2CCC2)CC1CCO (stereo not drawn)	1%	-7	-2%	-1%	0%	-9%	2%	-10%	2%	-6	-6%
C=C1CSc2nc(=O)c3c4c(sc3n21)CCC4	-2%	-1	2%	1%	0%	-12%	-1%	29%	6%	7	2%
O=C(CCSCc1cccc(F)c1)NCCc1ccccc1	-1%&13%	1	-4%	2%	·	-8%	0%	4%	3%	-4	-3%
Cc1ccc(Nc2nc(C(=O)NCc3ccco3)cs2)cc1	?	2	3%	1%	-1%	-5%	-7%	-6%	3%	-7	12%
COc1cccc(NC(=O)C/C(C)=N/NC(=O)C2CCCCC2)c1	-19%	-3	11%	2%	·	-3%	-3%	12%	-3%	3	3%
Later entries.
SMILES	BCR signal inh	hERG WT inh	Mito fusion act	USP2a block	PKM2 act	MBNL1-CUG inh	ASM inhibitor	Eya2 inh	GALK inh	TSHR antagonist	Menin-MLL TR inh
CC1CCCCN1C(=O)/C(=C\c1ccccc1)c1ccccc1 (stereo not drawn)	-3%	14	-1%	3%	0%	-6%	-2%	2%	0%	48	-9%
Cn1c(SCc2nnc3n2CCCCC3)nc2ccccc21	?	-3	-7%	0%	-1%	-3%	2%	-32%	-1%	9	-24%
O=c1nc(-c2ccccc2)nc(-c2ccccc2)[nH]1	8%	2	2%	4%	-1%	87%[activator]	8%	9%	-3%	-10	·
CC(C)CC(NC(=O)OC(C)(C)C)C(=O)NC(C(=O)NC(C)C(N)=O)C(C)C (stereo not drawn)	7%	0	-4%	2%	-8%	4%	6%	-9%	2%	11	10%
CC(C)Cn1c(N)c(C(=O)COC(=O)Cc2cccs2)c(=O)n(C)c1=O	5%	6	1%	-2%	-9%	2%	4%	-7%	6%	-22	·
COCCCNC(=O)CN1CCN(Cc2ccc(Cl)cc2)C1=O	-8%	-1	-5%	-1%	1%	3%	4%	1%	1%	4	-8%
C[C@H](CO)N1C[C@H](C)[C@H](CN(C)Cc2ccc(Oc3ccccc3)cc2)Oc2ccc(NC(=O)Nc3cccc4ccccc34)cc2CC1=O	-1%	6	·	-4%	·	·	?	10%	·	3	·
COc1ccc(OCC(O)Cn2c(N3CCCCC3)nc3c2c(=O)n(C)c(=O)n3C)cc1 (stereo not drawn)	-9%	4	9%	-1%	-13%[11.5 µM]	-6%	-7%	6%	8%	-11	-19%
NS(=O)(=O)c1ccc(CCNC(=O)CSCC(=O)Nc2ccc(Cl)cc2)cc1	-14%	-1	-6%	-2%	·	·	-4%	10%	·	19	·
N#C/C(=C\C=C\c1ccccc1[N+](=O)[O-])C(=O)NCc1ccccc1	?	1	-1%	1%	·	17%	-4%	15%	-1%	·	·
O=C(CCN1C(=O)c2ccccc2S1(=O)=O)Nc1ccc(F)c([N+](=O)[O-])c1	1%	8	-1%	2%	·	·	1%	-23%	·	-7	·
CCNC(=S)N(Cc1ccc2c(c1)OCO2)C1CC(=O)N(c2ccc(F)cc2)C1=O (stereo not drawn)	?	14	4%	-1%	7%	1%	-7%	-34%	0%	5	?
COc1ccc(C(=O)Nc2cc(OC)c(NC(=O)c3ccco3)cc2OC)cc1	?	-20	11%	-7%	7%	-2%	-2%	-24%	3%	-16	-24%
Cc1ccc(NC(=O)Cc2nc(COC(=O)c3c(F)cccc3Cl)cs2)cc1	-1%	-3	·	3%	·	·	-4%	-17%	·	-16	·
COc1cc(NS(=O)(=O)c2ccc(NC(=O)CCC(=O)O)cc2)nc(OC)n1	3%	7	-5%	0%	·	-3%	5%	-2%	-2%	0	8%
COCC(=O)Nc1cc(C(=O)Nc2cccc(C)c2C)ccc1Cl	?	-13	-4%	6%	-8%	-1%	3%	-1%	-3%	3	-8%
CCN(CC)CCNC(=O)c1ccccn1	-8%	1	0%	1%	-8%	-6%	-1%	27%	1%	16	10%
CC1(C)Cc2ccccc2C(NNC(=O)c2ccncc2)=N1	-7%	7	-1%	2%	-4%	3%	-1%	13%	1%	0	0%
O=S(=O)(NC1CCCC1)c1ccccc1Cl	-1%	11	-4%	0%	10%	-14%	-1%	3%	-2%	34	7%
Cc1c(N(C)S(=O)(=O)c2cc(C(=O)NCC3CCCO3)ccc2Cl)c(=O)n(-c2ccccc2)n1C (stereo not drawn)	6%	-1	-3%	1%	·	·	-2%	-3%	·	·	·
CCOc1ccc(-c2nc(C#N)c(N3CCOCC3)o2)cc1	?	-1	0%	0%	1%	10%	3%	-13%	1%	-6	6%[11.7 µM]
Cc1nc(Nc2cccc(F)c2)c2oc3ccccc3c2n1	?	-10	12%	5%	·	?	0%	-5%	-3%	-6	38%[activator]
CCOCC(O)CS(=O)Cc1ccccc1 (stereo not drawn)	6%	-3	4%	0%	2%	-10%	0%	13%	2%	-1	-2%
